# Pf apPOL inh: Pf-apPOL inhibitors, biochemical, fluorescence; Recombinant Pf-apPOL, molecular beacon fluorescence, 1.5 h; inhibition, % at 10 µM; 210,000 compounds, 0.25% hits; AID 1794808, 2022
# mHTT-CaM PPI inh: mutant huntingtin-calmodulin interaction inhibitors – biochemical, AlphaScreen, primary screen. P42858. AlphaScreen His-mHTT/GST-CaM binding, luminescence. inhibition, % at 15 µM. 190,000 compounds, 3.6% hits. AID 1671202, 2021;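 further: 0% = both proteins with DMSO and 100% = one protein alone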
# Numbers without * were called inactive; . = no result given; & = joins results of further samples; ! = repeats disagree. No stated cut-off is given here; in the data, active means inhibition above about 50%; inactive means the rest. Compounds were not picked by outcome; overall some 3.5% were active at least once.
# The first 6 records, to show the layout:
molecule,Pf apPOL inh,mHTT-CaM PPI inh
O=[N+]([O-])c1ccc(-c2noc(Cc3ccccc3)n2)cc1,2,16
Nc1ccc(N)c2c1C(=O)c1c(N)ccc(N)c1C2=O,-2,92*
Cc1nnsc1C(=O)N1CCC(Cn2ccnc2-c2ccccc2)CC1,-10,-12
Cc1ccc(C(=O)c2ccc(N3CCN(C)CC3)c([N+](=O)[O-])c2)cc1,-2,37
Cc1ccc(C(=O)C2=C(O)C(=O)N(Cc3cccnc3)C2c2cccc([N+](=O)[O-])c2)o1 (stereo not given),5,18
CC(C)c1ccc(NC(=O)CSc2nnc(NC(=O)c3ccc([N+](=O)[O-])cc3)s2)cc1,-2,-5

# The whole of this part, from the start:
molecule,Pf apPOL inh,mHTT-CaM PPI inh
O=[N+]([O-])c1ccc(-c2noc(Cc3ccccc3)n2)cc1,2,16
Nc1ccc(N)c2c1C(=O)c1c(N)ccc(N)c1C2=O,-2,92*
Cc1nnsc1C(=O)N1CCC(Cn2ccnc2-c2ccccc2)CC1,-10,-12
Cc1ccc(C(=O)c2ccc(N3CCN(C)CC3)c([N+](=O)[O-])c2)cc1,-2,37
Cc1ccc(C(=O)C2=C(O)C(=O)N(Cc3cccnc3)C2c2cccc([N+](=O)[O-])c2)o1 (stereo not given),5,18
CC(C)c1ccc(NC(=O)CSc2nnc(NC(=O)c3ccc([N+](=O)[O-])cc3)s2)cc1,-2,-5
CCOC(=O)C1CCN(S(=O)(=O)c2cccs2)CC1,2,.
C=CCc1ccccc1Oc1cc(OC)nc(N)n1,-10,-5
Cc1ccc(Cl)cc1N(CC(=O)Nc1ccccc1Br)S(C)(=O)=O,-4,-1
Cn1c(CC2CCN(S(=O)(=O)c3ccc4c(c3)CCCC4)C2)nc2cccnc21 (stereo not given),-1,20
COc1ccc(C2=N/C(=C/c3ccc(OC)c(OC)c3OC)C(=O)O2)c(Cl)c1,-1,10
Cc1ccc2nc(C(=O)Nc3ccc(Cl)cc3)cc(N3CCOCC3)c2c1,4,-2
COc1ccc(OC)c(CNc2ccc([N+](=O)[O-])cc2C)c1,5,51*
CCC(=O)N1c2ccccc2-c2nnc(SC)nc2OC1c1sccc1C (stereo not given),-8,5
NC(=O)NC(=O)CC1Sc2ccc(C(F)(F)F)cc2NC1=O (stereo not given),-9,0
Cc1cc(=O)[nH]c(Sc2c(-c3ccccc3)c3cc([N+](=O)[O-])ccc3[nH]c2=O)n1,4,14
CCOc1ccc(C(=O)N2CCCCCC2)cc1OCC,-1,1
Cc1cccc(N2C=C(C(=O)N3CCCC3)S(=O)(=O)c3ccc(F)cc32)c1,-3,5
COc1ccc(OC)c(NC(=O)N2CCCC2c2cccc(F)c2)c1 (stereo not given),-3,5
O=C(CNC(=O)c1cn(-c2ccccc2)nc1-c1ccc(F)cc1)c1ccccc1,-9,1
O=C(O)c1nc2ncccn2n1,1,-2
CCCCCCCCN1CN2Cc3cc(F)ccc3C2CS1(=O)=O (stereo not given),-8,-47
COc1ccc2c(c1OC)C(=O)OC2Nc1ccccc1C#N (stereo not given),2,-2
O=C(c1ccc(Cl)cc1)c1nc2c(n1O)CCCCC2,0,5
CC1CCN(S(=O)(=O)c2ccc3nc(-c4ccccc4)[nH]c3c2)CC1,-6,9
Cc1cccc(NC(=S)N2CCOC2c2ccsc2)c1 (stereo not given),-10,.
O=C(Cn1ccc2ccccc21)NCC1CCCO1 (stereo not given),-1,-16
Oc1cccc(N=Cc2nc(-c3ccc(Cl)cc3)oc2O)c1,3,6
CCN(CC)C(=O)CSc1nc2cc(OC)c(OC)cc2c(=O)n1Cc1ccc(Cl)cc1,0,-2
CN(C)CCNC(=O)Cc1ccc(Cl)cc1,2,-5

# 2 successive records already listed, for reference:
molecule,Pf apPOL inh,mHTT-CaM PPI inh
O=C(Cn1ccc2ccccc21)NCC1CCCO1 (stereo not given),-1,-16
Oc1cccc(N=Cc2nc(-c3ccc(Cl)cc3)oc2O)c1,3,6

# Next section.
molecule,Pf apPOL inh,mHTT-CaM PPI inh
Fc1ccccc1Nc1nc(-c2cccs2)cs1,0,15
COc1ccc(Cl)cc1N1CCN(C(=O)c2cccc(C)c2)C(C)C1=O (stereo not given),-3,-3
O=C1N=c2ccccc2=C1c1sc(Nc2cccc(O)c2)nc1O,-1,61*
c1ccc(CN2CCC(Nc3ncnc4cc(-c5ccccc5)sc34)CC2)cc1,2,.
O=C(O)C1=CC(c2ccc(F)cc2)n2c(nc3ccccc32)N1 (stereo not given),0,18
CCOc1ccc(C(=O)Nc2cccc(NC(=O)c3ccc(F)cc3)c2)cc1,-7,-4
COc1ccccc1/C=C/C1=NC(=C/c2cc(Br)ccc2OC)/C(=O)O1,-14,8
CC(C)(C)OC(=O)N1CCC(CNC(=O)c2ccno2)CC1,-2,.
CC(=O)Nc1ccc2nc(N3CCC(C(=O)NCCCc4ccccc4)CC3)cc(C)c2c1,4,5
COc1ccc(N(C)C(=O)c2cc3cc4ccc(C)cc4nc3s2)cc1,0,1
Cc1cccc(N2CCN(C(=O)c3ccc([N+](=O)[O-])cc3)CC2)c1C,-4,6
Cc1noc(-c2nn(C)c3c2CN(C(=O)c2cccc(Br)c2)CC3)n1,-4,-8
CC1=NOC(=O)/C1=C/c1ccc(N2CCOCC2)cc1,5,16
CCCCOc1ccc(C(=O)Nc2c3c(nn2-c2ccc(C)cc2)CS(=O)(=O)C3)cc1,-4,12
Cn1nc(C(C)(C)C)cc1C(=O)Nc1ccc(-c2cn3c(n2)SCC3)cc1,-3,.
C/C=C/C=C/C(=O)Nc1ccc(-c2nc3ccc(NC(=O)/C=C/C=C/C)cc3[nH]2)cc1,0,36
CNC(=O)C1CN(C(=O)Nc2ccccc2Cl)CC12CCCC2 (stereo not given),-3,-8
CC1CCCC(NC(=O)C2CCN(c3nc4ccccc4[nH]3)CC2)C1C (stereo not given),-6,-5
COc1cccc(C2=CC(c3ccccc3Cl)n3nnnc3N2)c1 (stereo not given),-5,-7
CCNC(=O)OCCC12CC3CC(CC(C3)C1)C2,-6,-40
CCCCOc1ccc2c(=O)c(Oc3cc(C)ccc3C)coc2c1,-2,-35
Cc1cccc(NC(=O)C2CCCN(c3cnn(C)c(=O)c3)C2)c1 (stereo not given),-1,-4
O=C(CCc1ccccc1)N1CCC2(CC1)Nc1cccnc1NC2=NC1CCCC1,-3,23
CC(C)=CC(=O)CC(O)(c1ccccc1)c1ccccc1,1,-16
O=C(O)c1c(Br)sc(-c2ccccc2)c1-c1ccccc1,-4,3
Cc1ccc(-c2nnc(N3CCC(C(=O)N4CCN(C)CC4)CC3)o2)cc1,2,6
CCCOc1ccc(C2C(C(=O)Nc3ccccc3OC)=C(C)Nc3nnnn32)cc1 (stereo not given),-1,4
COc1ccccc1/C=C1\N=C(c2cc(Cl)ccc2Cl)OC1=O,26,2
Cc1[nH]c2ccc(C(=O)O)cc2c(=O)c1CCC(=O)O,-4,-6
Cc1ccc(C2=N/C(=C\c3cccc(Br)c3)C(=O)O2)cc1[N+](=O)[O-],6,51*
COc1cccc(-c2sc3ccccc3c2-c2ccc(OCc3cc(OC)ccc3OC)cc2)c1,-6,-2
Cc1ccc(C2Nc3ccccc3NC3=C2C(=O)CC(c2cccs2)C3)o1 (stereo not given),-19,10
O=c1c([N+](=O)[O-])c(N2CCN(C3CCCC3)CC2)c2ccccc2n1-c1ccccc1,-4,1
O=C(NCc1cc(F)ccc1F)C1CCc2nc(N3CCOCC3)ncc2C1 (stereo not given),-5,4
CN(CC12CCCC1N(C)C(=O)CC2)C(=O)c1nn(C)c2ccccc12 (stereo not given),-10,-6
O=C(c1ccc(Cl)cc1)c1cccc([N+](=O)[O-])c1,-3,6
COC(CNC(=O)c1ccc2c(c1)NC(=O)CS2)OC,-20,-1
Cn1c(=O)c2c(nc(OCc3ccc4c(c3)OCO4)n2Cc2ccccc2)n(C)c1=O,-4,0
CCCOc1ccc(C(=O)Nc2cc(Cl)ccc2Cl)cc1,-10,-13
CN1CCN(CCNC(=O)c2cccnc2N2CCNC(c3ccccc3)C2)CC1 (stereo not given),-1,-6
CC(C)(C)c1ccc2c(c1)C(c1ccc3c(c1)OCO3)CC(=O)O2 (stereo not given),-3,-4
CCc1ccc(N2C(=O)C3N=NN(c4cc(C)cc(C)c4)C3C2=O)cc1 (stereo not given),0,-7
COc1cc(C(=O)N2CCN=C2SC)cc(OC)c1OC,-18,1
NC(=O)CSCc1ccccc1Cl,-5,1
Fc1cccc(CN2CCc3nc(N4CCN(c5ncccn5)CC4)ncc3C2)c1,-3,100*

# Later entries
SMILES	Pf apPOL inh	mHTT-CaM PPI inh
O=[N+]([O-])c1ccc(Cl)c(S(=O)(=O)Nc2ccc3oc4c(c3c2)CCCC4)c1	22	68*
O=[N+]([O-])C1CS(=O)(=O)C=C1N1CCOCC1 (stereo not given)	-2	-2
Cc1nc(-c2ccccc2)sc1C(=O)NCCOc1ccc(-c2cccs2)nn1	4	6
Cc1nnc(NC(=O)CSc2ccc(-c3ccc(Cl)cc3)nn2)s1	0	-12
O=C(CN1C(=O)CC(c2ccccc2)=Nc2cccnc21)Nc1ccc2c(c1)CCC2	3	-8
Cn1c(SCc2cc(=O)[nH]c(C(C)(C)C)n2)nnc1C(F)(F)F	-7	.
COc1ccc(-n2c(=O)c3ccccc3n(Cc3cc(=O)n4ccccc4n3)c2=O)c(OC)c1	1	-6
Cc1nc(CCNC(=O)C2CCCN2S(=O)(=O)c2ccc(C(C)(C)C)cc2)cs1 (stereo not given)	-6	12
CCOc1cc(S(=O)(=O)Nc2cccc(C)n2)c(C)cc1C	-7	-18
COc1ccc(S(=O)(=O)Nc2ccccc2Cl)cc1C(=O)Nc1ccccc1Cl	0	0
CCc1cc(C2CCCN2C(=O)c2cc3nc(C4CC4)cc(C(F)(F)F)n3n2)on1 (stereo not given)	0	-7
Cc1cc(C)nc(Nc2ncc(O)n2-c2ccccc2C)n1	-7	3
COc1ccc(CC(=O)N2CCCC(c3noc(-c4ccc(F)cc4)n3)C2)cc1OC (stereo not given)	-3	-2
Cc1ccc(N2C(=O)c3ccccc3NC2c2cccc(O)c2)cc1 (stereo not given)	-1	-4
COc1cccc(CNC(=O)N2CCCC2c2cc(C(C)C)no2)c1 (stereo not given)	1	-7
CCCOc1ccc(C(=O)Nc2cccc(-c3nc4ncccc4o3)c2C)cc1	-1	-4
CCSc1ccc(C(=O)Nc2ccc(Br)cn2)cc1[N+](=O)[O-]	-2	6
O=C(CCNS(=O)(=O)c1ccc(Br)s1)Nc1ccc(C(F)(F)F)cc1	-15	-5
Cc1ccc(SCc2cn3c(C)cc(C)nc3n2)cc1	1	2
Fc1ccc(-c2csc(Nc3ccc(Cl)cc3)n2)cc1	-1	97*
COCC(C)NC(=O)c1ccc([N+](=O)[O-])cc1 (stereo not given)	-5	-6
CC(=O)Nc1ccc(-c2cc(N)n[nH]2)cc1	1	12
COc1cc2[nH]c(=O)n(CCCC(=O)NCCc3c[nH]c4ccccc34)c(=O)c2cc1OC	-4	25
Cc1ccc(SCc2cc(=O)[nH]c(SCC(=O)Nc3ccc(Cl)cc3C)n2)cc1	1	5
O=C(CN1CCN(c2cccc(Cl)c2)C1=O)NCCCc1ccccc1	-14	-9
O=C(c1ccco1)N1CCN(c2ccccc2F)CC1	-5	-1
Cc1cc([N+](=O)[O-])ccc1S(=O)(=O)N1CC2C3C=CC(C3)C2C1 (stereo not given)	5	17
O=C(NCCO)C(=O)Nc1cccc(Cl)c1Cl	-9	0
COc1ccc(OC)c(-c2cc(C(=O)NCC#CCN3CCc4ccccc4C3)[nH]n2)c1	2	53*
CC(C)=CCc1cc2c(cc1O)oc(=O)c1c3ccc(O)cc3oc21	7	.
O=C(NCc1csc(C2CCN(S(=O)(=O)c3cccc(F)c3)CC2)n1)C1CCC1	2	-2
CCn1cc2c3c(cccc31)CN(C(=O)Nc1ccc3c(c1)OCO3)CC2	-3	-8
CC(=O)Nc1ccc(OCC(O)CNC(C)(C)CC(C)(C)C)cc1 (stereo not given)	-1	-11
CC(=O)c1ccc(NS(=O)(=O)c2cccc(C(=O)Nc3ccccc3)c2)cc1	2	-1
O=C1OC(c2cccc(F)c2)=N/C1=C\c1ccco1	0	4
CCOc1ccccc1NC(=O)C1CCN(C(=O)c2ccccc2Cl)CC1	-6&1	2&3
Cc1cc(I)cc(C)c1NC(=O)c1ccc(Cl)cc1Cl	0	1
O=S(=O)(NCc1cccs1)c1ccc(Br)cc1	-2	-12
CCn1ccc(C(=O)N2CCCC2c2ccc(F)cc2)n1 (stereo not given)	-3	-5
Cc1ccc(NC(=O)Cn2cnc3c(oc4ccccc43)c2=O)c(Cl)c1	1	-2
Cc1ccc(-n2c(N3CCC(C(=O)NCCC(C)C)CC3)nc3ccsc3c2=O)cc1	-4	10
CC1(C)CCN2CCC(C)(C)c3c(O)ccc1c32	-4	71*
COc1ccc(S(=O)(=O)Nc2ccc3c(c2)CN(C(=O)C(C)C)CC3)c(C)c1	47	8
O=C1c2ccccc2C(=O)c2c1oc1c3c(ccc21)OCN(C1CCS(=O)(=O)C1)C3 (stereo not given)	69*!	91*
COc1ccc(C2=NC(C(C)C)NC(c3cccc(OC)c3O)C2)cc1 (stereo not given)	0	22
Cc1nn2c([N+](=O)[O-])c(C)[nH][n+]2c1C(=O)[O-]	.	1
O=S(=O)(NCC1CCCO1)c1ccc(Br)cc1 (stereo not given)	.	-6
CCC(C)Sc1nc2ccccc2c(=O)[nH]1 (stereo not given)	-1	-10

# Assay outcomes: PubChem, University of Kansas High Throughput Screening Laboratory
